Source: PubChem (several laboratories)
SUMO1-SIM PPI: SUMO1-SIM interaction modulation. SUMO1 binding to a labelled peptide, TR-FRET, 1 h. inhibition, % at 20 µM. 360,000 compounds, 0.33% hits; in the data active = inhibition above about 37%
LMPTP block: blocks human LMPTP phosphatase. recombinant LMPTP-A, OMFP fluorogenic substrate, fluorescence intensity. inhibition, % at 20 µM. 360,000 compounds, 0.22% hits;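 active = compounds that cut the enzyme signal by at least half of the control window in the single-dose screen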;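 also: plate controls were DMSO wells with enzyme plus substrate for no effect and substrate without enzyme for full effect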
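Test system – LMPTP-A enzyme · Amount – LMPTP-A at 0.625 nM final in the reaction · Buffer or medium – Bis-Tris pH 6.0, DTT, detergent · Reagent – OMFP 400 µM · Doses – single 20 µM dose · Schedule – reaction 50 min, room temperature, dark · Detection – fluorescence intensity of OMFP turnover product · Evaluation – percent inhibition versus substrate-only and uninhibited controls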
Neddylation inh: blocks human cullin neddylation. calls only at 25 µM. P61081+Q13564. TR-FRET cullin neddylation, biochemical. 360,000 compounds, 0.58% hits; in the data active = inhibition above about 36%
STEP block: STEP (human) phosphatase inhibition | 360,000 compounds, 0.25% hits | inhibition, % at 20 µM | recombinant STEP, OMFP fluorogenic substrate, fluorescence | P54829;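 active = inhibition at 20 µM, scaled per plate between control wells, above about 37%, limit read from the data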;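 also: 0% = DMSO with enzyme and substrate and 100% = substrate only without enzyme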
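System: isolated STEP enzyme; schedule: 20 min enzyme reaction at room temperature, protected from light; medium: Bis-Tris buffer pH 6.0, 2.5 mM DTT, 0.005% Tween 20; signal: fluorescence, 480/540 nm; dosing: single compound dose of 20 µM, 1% DMSO final; also added: OMFP substrate, 25 µM final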
Scp-1 inhibitor: Scp-1 (human) phosphatase inhibition | Q9GZU7 | Recombinant Scp1, phosphopeptide, malachite green phosphate absorbance | inhibition, % at 20 µM | 340,000 compounds, 0.88% hits | AID 493091;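 active = inhibition above about 50% at 20 µM, limit read from the data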;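 also: plate controls were DMSO wells with enzyme for no effect and wells lacking enzyme for full effect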
Target sequence (Q9GZU7 76-261 limits assumed): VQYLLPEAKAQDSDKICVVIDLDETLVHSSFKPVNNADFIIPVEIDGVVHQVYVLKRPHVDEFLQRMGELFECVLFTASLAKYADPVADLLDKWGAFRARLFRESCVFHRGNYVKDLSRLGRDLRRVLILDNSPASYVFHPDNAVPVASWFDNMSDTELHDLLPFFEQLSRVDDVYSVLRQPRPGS
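assay system = SCP-1 phosphatase catalytic domain, residues 76-261 | buffer or medium = 50 mM Tris acetate pH 5.5, 0.005% Tween-20, 10 mM MgCl2 | incubation = enzyme reaction 45 min at room temperature, colour 5 min, stabilisation 30 min | signal = Phosphate-binding colour reagent, absorbance read at 630 nm | measure = % inhibition at 20 µM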
CendR NRP1 mod: modulators of CendR peptide binding to human neuropilin-1; O14786; FAM-RPARPAR peptide binding to NRP-1, fluorescence polarization; inhibition, % at 25 µM; 360,000 compounds, 0.85% hits; AID 602438;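 active = inhibition or corrected inhibition above about 18%, plus a signal ratio from 0.5 to 1.5, limit read from the data, passing the limit was not always enough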; also: strong numbers were not always called active
Target sequence (O14786 whole entry, looked up): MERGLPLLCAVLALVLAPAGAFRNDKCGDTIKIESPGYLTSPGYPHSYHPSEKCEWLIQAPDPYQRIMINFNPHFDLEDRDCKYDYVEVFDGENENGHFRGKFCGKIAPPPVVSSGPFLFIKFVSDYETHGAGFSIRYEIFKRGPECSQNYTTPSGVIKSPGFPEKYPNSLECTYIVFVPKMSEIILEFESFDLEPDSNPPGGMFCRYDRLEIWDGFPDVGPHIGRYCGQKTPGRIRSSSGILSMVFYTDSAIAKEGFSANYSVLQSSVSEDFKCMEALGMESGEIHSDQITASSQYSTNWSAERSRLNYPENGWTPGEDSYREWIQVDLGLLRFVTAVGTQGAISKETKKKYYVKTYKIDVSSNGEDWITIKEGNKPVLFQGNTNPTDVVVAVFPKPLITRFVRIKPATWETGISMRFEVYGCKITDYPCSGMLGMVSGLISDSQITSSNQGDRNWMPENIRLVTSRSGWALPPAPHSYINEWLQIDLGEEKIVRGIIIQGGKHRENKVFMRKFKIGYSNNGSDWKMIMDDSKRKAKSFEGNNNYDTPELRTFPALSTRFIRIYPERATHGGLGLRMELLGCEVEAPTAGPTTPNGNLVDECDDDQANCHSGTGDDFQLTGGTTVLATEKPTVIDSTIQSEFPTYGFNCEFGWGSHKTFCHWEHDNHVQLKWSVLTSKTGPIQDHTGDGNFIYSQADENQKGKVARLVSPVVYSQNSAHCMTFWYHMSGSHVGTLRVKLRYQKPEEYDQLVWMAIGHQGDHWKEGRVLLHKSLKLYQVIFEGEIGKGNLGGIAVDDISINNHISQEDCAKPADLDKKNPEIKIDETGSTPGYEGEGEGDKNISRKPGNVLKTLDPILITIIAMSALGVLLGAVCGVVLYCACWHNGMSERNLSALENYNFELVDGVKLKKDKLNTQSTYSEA
Tb MetRS inh: Trypanosoma brucei MetRS inhibition; purified T. brucei MetRS, ATP depletion, Kinase-Glo luminescence; 360,000 compounds, 0.4% hits; inhibition, % at 11.9 µM;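 active = inhibition above a per-plate cutoff of the control wells' mean inhibition plus 3 SD, cut at about 5.5% in these data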;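 also: 0% = DMSO wells median and 100% = median of wells with control inhibitor compound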
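technique = Kinase-Glo luminescence, ATP depletion format | system = purified MetRS (methionyl-tRNA synthetase) enzyme from Trypanosoma brucei | timing = 15 min preincubation, 2 h reaction, all 25 °C | evaluation = percent inhibition versus plate control medians | dosing = single dose, 11.9 µM final nominal, 0.9% final DMSO | also added = substrates ATP, L-methionine and bulk Escherichia coli tRNA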
DNMT1 block: blocks human DNA methyltransferase DNMT1; P26358; 360,000 compounds, 0.83% hits; inhibition (reported as % activation of signal), % at 10 µM; AID 588458; DNMT1 molecular beacon, Hinp1I cleavage, fluorescence; in the data active = inhibition above about 50%
NadD block: inhibitors of Staphylococcus aureus NadD. inhibition, % at 20 µM. 360,000 compounds, 0.78% hits. AID 602399. purified NadD enzyme, colorimetric absorbance read-out; in the data active = inhibition above about 26%; also: some compounds past the cut are filed as inactive
SKN-1 inh: C. elegans SKN-1 inhibition | C. elegans VP596 Pgst-4::GFP/RFP ratio, acrylamide-induced, 24 h | inhibition, % at 21.8 µM | 360,000 compounds, 0.49% hits | AID 624304;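 active = interference check ratio from 0.5 to 1.5 plus GFP to RFP signal ratio inhibition reaching or exceeding a fixed threshold, cut at about 30% in these data, passing the limit was not always enough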; also: some compounds called inactive have numbers as strong as hits
* = called active by the depositor; i = inactive; / = no result given; & = joins results of further samples; ! = not confirmed by another sample.

The line under a structure holds: SUMO1-SIM PPI	LMPTP block	Neddylation inh	STEP block	Scp-1 inhibitor	CendR NRP1 mod	Tb MetRS inh	DNMT1 block	NadD block	SKN-1 inh
> O=c1[nH]c(C2CCCN(S(=O)(=O)c3ccccc3)C2)nc2c1nnn2Cc1ccc(OC(F)(F)F)cc1 (stereo unspecified)
  3	2.6	i	0	-5	0	-0.2	7	24	19
> O=C(Cc1ccc(Br)cc1)NC1CCSC1=O (stereo unspecified)
  9	-1.4	i	-2	-1	6	-0.2	-2	3	5
> Cc1ccc(NS(=O)(=O)c2ccc(C(=O)NCC(c3ccco3)N(C)C)cc2)cc1 (stereo unspecified)
  5	-1.6	i	1	-6	-6	0.2	0	0	14
> CCN(CC)CCC12CC(C)OC1=Nc1ccccc1NC2=O (stereo unspecified)
  0	-0.4	i	-1	/	-6	-1.0	-2	2	12
> CC(Oc1ccccc1F)C(=O)NNC(=O)c1cc2ccccc2o1 (stereo unspecified)
  2	-3.2	i	1	-2	-8	-0.6	-1	0	-5
> CCN(CC)C(=O)C(=O)Nc1ccc(F)c(Cl)c1
  3	-0.4	i	-3	-10	2	-0.5	-3	-1	-1
> Cc1nnc(SCC(=O)NCc2ccc(F)cc2)[nH]c1=O
  -6	-1.0	i	0	-3	-14	-0.2	7	4	7
> COc1cc2c(cc1OC)C(c1cc(Br)ccc1F)N(C(=O)CCl)CC2 (stereo unspecified)
  1	-0.3	i	0	-13	2	-0.3	23	-4	1
> Cc1ccc(SCc2cn3c(C)csc3n2)cc1
  -1	2.0	i	1	0	3	-1.5	1	-2	1
> Cc1ccc(C(=O)N[C@H](C(=O)OCC(=O)Nc2cccc(S(N)(=O)=O)c2)C(C)C)cc1
  -4	-0.1	i	-2	11	-8	0.0	1	0	-6
> CCN/C=C(\C#N)S(=O)(=O)c1ccc(Br)cc1
  7	-2.7	i	1	-9	2	-0.1	-1	0	10
> COC(=O)C1=C(CSc2nc3ccccc3s2)NC(=O)NC1c1ccc(F)cc1 (stereo unspecified)
  1	-1.6	i	4	-5	-4	-0.7	-3	3	-5
> Cc1cc(Cl)ccc1OCC(=O)NCCOc1nc(N2CCCCC2)nc(N2CCOCC2)n1
  0	1.2	i	0	-8	-4	-0.9	3	-4	0
> O=C(NCC1CCCO1)c1ccc(NC(=O)C2CC=CCC2C(=O)O)cc1 (stereo unspecified)
  -1	-1.5	i	4	-9	-8	-0.6	3	-1	23
> COc1ccc(NS(=O)(=O)c2ccc(N3CCCCC3)c(N)c2)cc1
  6	2.5	i	-2	17	13	-0.1	-15	-3	-8
> CC1=C(C(=O)N(C)C)CC(CC(=O)NCc2cccs2)C(=O)N1Cc1ccc(F)cc1 (stereo unspecified)
  0	-1.7	i	-2	/	6	-0.8	7	-5	4
> O=C(O)CCCC(=O)Nc1ccccc1SCCS(=O)(=O)c1ccc(Cl)cc1
  0	0.0	i	-1	-6	4	-0.9	5	-1	0
> CC(C)(CNC(=O)c1ccc(S(=O)(=O)Nc2cccc(C(F)(F)F)c2)cc1)N1CCOCC1
  -1	-1.4	i	3	-2	4	0.2	7	0	3
> COc1cc(C(=O)NCc2nnc(SCC(=O)Nc3cc(C)on3)o2)cc(OC)c1OC
  1	-0.5	i	0	-7	-11	-0.8	2	-5	2
> Cc1cc(-c2onc(C)c2C(=O)Nc2ccc(C(F)(F)F)cc2)no1
  4	-2.2	i	11	-7	-5	3.7	21	5	6

2 entries picked at random from the list so far, as already listed:
The line under a structure holds: SUMO1-SIM PPI	LMPTP block	Neddylation inh	STEP block	Scp-1 inhibitor	CendR NRP1 mod	Tb MetRS inh	DNMT1 block	NadD block	SKN-1 inh
> COC(=O)C1=C(CSc2nc3ccccc3s2)NC(=O)NC1c1ccc(F)cc1 (stereo unspecified)
  1	-1.6	i	4	-5	-4	-0.7	-3	3	-5
> Cc1ccc(NS(=O)(=O)c2ccc(C(=O)NCC(c3ccco3)N(C)C)cc2)cc1 (stereo unspecified)
  5	-1.6	i	1	-6	-6	0.2	0	0	14

New compounds follow.
The line under a structure holds: SUMO1-SIM PPI	LMPTP block	Neddylation inh	STEP block	Scp-1 inhibitor	CendR NRP1 mod	Tb MetRS inh	DNMT1 block	NadD block	SKN-1 inh
> O=S(=O)(c1ccc(N2CCOCC2)nc1)N(Cc1ccccn1)Cc1ccccn1
  0	-1.3	i	1	-3	-10	-0.9	6	-7	5
> Cc1cnc(C(=O)Nc2ccccc2C(=O)N2CCOCC2)cn1
  6	-1.0	i	-1	-3	-11	0.4	5	-1	25
> CCc1noc(C)c1C(=O)N(CC(C)C)c1c(N)n(Cc2ccccc2)c(=O)[nH]c1=O
  -1	0.0	i	2	-2	0	-0.3	2	6	2
> O=C(CSc1ncn[nH]1)CSc1ncn[nH]1
  -1	-1.1	i	-5	-1	-8	0.6	4	-2	3
> COc1ccc(-c2cc(-c3nnc(COC(=O)c4ccc(O)cc4)o3)c3ccccc3n2)cc1OC
  13	2.5	/	1	-4	3	0.1	-15	17	11
> Cc1oc2ccc(O)c(CN3CCOCC3)c2c1C(C)O (stereo unspecified)
  -4	-0.9	i	3	0	-3	-1.2	4	-5	5
> COc1cc(NS(=O)(=O)c2ccc(NC(=S)NC(C)=O)cc2)nc(OC)n1
  11	-2.2	i	2	13	-1	0.7	54*	1	-1
> COCCCNC(=O)c1ccc(NS(C)(=O)=O)cc1
  -1	-2.9	i	0	-1	4	-1.2	3	2	21
> COc1ccc(OC)c(NC(=O)Cn2nc(C)c3ccccc3c2=O)c1
  1	0.2	i	0	-7	10	-0.5	-2	-4	8
> CC(C)[C@H](NC(=O)c1ccc(Cl)c([N+](=O)[O-])c1)C(=O)O
  -13	-1.4	i	-1	-8	9	0.3	1	-2	-17
> COc1ccc(Cl)cc1NC(=O)C(C)N1CCN(c2ccccn2)CC1 (stereo unspecified)
  10	2.0	i	3	-11	-5	-0.9	-4	-11	-6
> Cc1ccc2nc3c(c(C(=O)OCC(=O)NC4CCS(=O)(=O)C4)c2c1)CCCC3 (stereo unspecified)
  3	0.4	/	-1	-1	8	-0.4	-1	-4	-8
> Cc1ccc(S(=O)(=O)NC2=C(N3CCN(c4ccccc4F)CC3)C(=O)c3ccccc3C2=O)cc1
  -32&-14	4.3&5.4	i	4&5	0&-11	14&8	-0.2&0.0	-15&-14	34*!	8&2
> COc1cc2c(cc1OC)CN(C(=O)Cc1c(F)cccc1Cl)CC2
  3	-1.3	i	-6	-6	-1	-1.3	0	-5	-13
> O=C(Nc1ccccc1C(=O)NC(Cc1ccccc1)C(=O)NC1CCCCCC1)c1ccccc1 (stereo unspecified)
  -4	1.3	/	3	-17	-4	-0.8	24	9	3
> COc1ccc(-c2c(-c3cc(OC)cc(OC)c3)n(C)c3ccc(-c4ccc(S(N)(=O)=O)cc4)cc23)cc1
  -10	1.9	i	0	-11	14	-0.3	-24	10	0
> Cc1ccc(NC(=O)c2cncc(Br)c2)c([N+](=O)[O-])c1
  -13	-1.4	i	3	4	-3	-1.6	8	-1	2
> CCOC(=O)N1CCN(C(=O)c2ccc(S(=O)(=O)NCc3ccco3)cc2)CC1
  -2	1.2	i	-1	24	3	-0.1	5	2	3
> O=C(NCc1ccccc1)c1ccc2c(c1)OCCO2
  -1	-2.4	i	-1	1	15	-0.9	-1	-3	-7
> Cc1ccc(CNC(=O)Nc2ccc(OC(F)(F)F)cc2)n1C
  -1	-0.5	i	1	-7	-15	-0.5	-3	-2	12
> Cc1csc(NC(=O)CSC2=NS(=O)(=O)c3cc(F)ccc3N2)n1
  2	-0.5	i	1	4	-5	-0.1	2	4	9
> CC(C(=O)Nc1ccccc1C(=O)N1CCOCC1)N(c1ccc(Cl)cc1)S(C)(=O)=O (stereo unspecified)
  1	-1.0	i	-2	-3	10	-1.6	-1	-6	-8
> NS(=O)(=O)c1cccc(NC(=O)COC(=O)CCSc2ccccc2)c1
  -1	-1.5	i	-3	-4	1	-0.6	0	0	6
> CCCS(=O)(=O)NC(=O)C1(C)CCCN(C(=O)c2cc(F)cc(F)c2)C1 (stereo unspecified)
  0	-2.7	i	0	/	-2	0.4	4	-3	6
> CCC1(c2ccccc2)NC(=S)N(c2cccc(C)c2C)N1 (stereo unspecified)
  -5	-0.8	i	0	-10	1	-1.0	8	7	13
> CCN(C(=O)CN1CCN(S(=O)(=O)c2ccccc2C(F)(F)F)CC1)c1c(N)n(Cc2ccccc2)c(=O)[nH]c1=O
  4	-1.6	i	-1	16	0	-1.4	2	0	-3
> COc1ccc(Cc2nc3ccc(C(=O)NCCc4ccncc4)cc3o2)cc1OC
  -11	-0.3	i	-1	-5	-4	0.9	0	-1	-11
> CC(=O)Nc1ccccc1NS(=O)(=O)c1cccc([N+](=O)[O-])c1
  -9	-0.1	i	0	-7	10	0.0	2	6	1
> O=C(N[C@H]1CCC(=O)N([C@H](CSc2ccccc2)Cc2ccccc2)CC1)OCc1ccccc1
  3	5.2	i	3	-9	-1	-0.4	1	-9	20
> COc1ccc(CN2CC[C@H]3C=CC[C@@H](C(=O)Nc4ccc(Cl)c(C(F)(F)F)c4)[C@H]3C2=O)cc1OC
  8	5.4	i	2	-2	16	-0.2	-17	7	-2

Structural class: the entries above containing a CF3 group (six)
The line under a structure holds: SUMO1-SIM PPI	LMPTP block	Neddylation inh	STEP block	Scp-1 inhibitor	CendR NRP1 mod	Tb MetRS inh	DNMT1 block	NadD block	SKN-1 inh
> O=c1[nH]c(C2CCCN(S(=O)(=O)c3ccccc3)C2)nc2c1nnn2Cc1ccc(OC(F)(F)F)cc1 (stereo unspecified)
  3	2.6	i	0	-5	0	-0.2	7	24	19
> CC(C)(CNC(=O)c1ccc(S(=O)(=O)Nc2cccc(C(F)(F)F)c2)cc1)N1CCOCC1
  -1	-1.4	i	3	-2	4	0.2	7	0	3
> Cc1cc(-c2onc(C)c2C(=O)Nc2ccc(C(F)(F)F)cc2)no1
  4	-2.2	i	11	-7	-5	3.7	21	5	6
> Cc1ccc(CNC(=O)Nc2ccc(OC(F)(F)F)cc2)n1C
  -1	-0.5	i	1	-7	-15	-0.5	-3	-2	12
> CCN(C(=O)CN1CCN(S(=O)(=O)c2ccccc2C(F)(F)F)CC1)c1c(N)n(Cc2ccccc2)c(=O)[nH]c1=O
  4	-1.6	i	-1	16	0	-1.4	2	0	-3
> COc1ccc(CN2CC[C@H]3C=CC[C@@H](C(=O)Nc4ccc(Cl)c(C(F)(F)F)c4)[C@H]3C2=O)cc1OC
  8	5.4	i	2	-2	16	-0.2	-17	7	-2
